Bioassay records from PubChem BioAssay.
Tb PGK inh: T. brucei PGK inhibition; AID 602233; 380,000 compounds, 0.043% hits; Potency, µM (titrated, usually from 57.5 µM), for inactives: top-dose activity change, negative = inhibition, hits mostly inhibitors; PGK/GAPDH coupled, Kinase-Glo luminescence, 60 min; P07378; further: potency means the concentration at half of the fitted maximal effect; on the % scale 0 is the no-effect control and ±100 the full control effect; nearly all actives have a fitted effect of over 60% in size
Target sequence (P07378 whole entry, looked up): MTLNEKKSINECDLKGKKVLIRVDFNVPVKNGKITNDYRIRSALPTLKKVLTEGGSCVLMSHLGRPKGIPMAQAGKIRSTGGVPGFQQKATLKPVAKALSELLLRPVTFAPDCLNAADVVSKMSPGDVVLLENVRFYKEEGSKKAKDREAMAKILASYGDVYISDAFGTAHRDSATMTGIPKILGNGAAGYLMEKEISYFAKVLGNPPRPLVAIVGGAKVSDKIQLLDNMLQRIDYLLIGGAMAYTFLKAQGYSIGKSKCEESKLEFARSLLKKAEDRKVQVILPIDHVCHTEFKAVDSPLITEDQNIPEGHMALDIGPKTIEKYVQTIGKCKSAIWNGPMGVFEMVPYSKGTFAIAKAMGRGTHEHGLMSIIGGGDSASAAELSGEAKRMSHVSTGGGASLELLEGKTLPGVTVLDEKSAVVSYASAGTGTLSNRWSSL
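Luminescent ATP detection (Kinase-Glo Plus) follows a 60-minute room-temperature incubation, with wells lacking PGK as controls. Buffer: 100 mM TEA (pH 7.6), 5 mM MgCl2, 0.01% Tween-20. Coupling enzyme GAPDH (100 nM final) supplies unstable 1,3-BPG in-well.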
IDH1 R132H inh: blocks human mutant IDH1 R132H enzyme | AID 602179 | O75874 | IDH1-R132H enzyme, NADPH consumption, diaphorase/resazurin fluorescence | 390,000 compounds, 0.093% hits | Potency, µM (doses to about 76.6 µM), for the others: at the highest dose activity change, negative = inhibition, usual class: inhibitors; further: potency means the concentration at half of the fitted maximal effect; on the % scale 0 is the no-effect control and ±100 the full control effect; nearly all actives have a fitted effect of over 65% in size
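IDH1-R132H (0.5 ug/mL) preincubated 30 min with compound, then NADPH (0.016 mM) and alpha-KG (2 mM) added; 80 min at RT, pH 7.5. Remaining NADPH coupled via diaphorase/resazurin to fluorescence (540/590 nm); concentration-response curves normalized to no-enzyme control.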
HP1b chromo inh: inhibitors of HP1-beta chromodomain binding to methylated histone tails. Potency, µM (highest dose often 114 µM), inactives show at the highest dose activity change, negative = inhibition, hits mostly inhibitors. 390,000 compounds, 0.56% hits. AID 540317. AlphaScreen HP1-beta / biotin-H3K9me3 peptide binding. P83916; further: potency means the concentration at half of the fitted maximal effect; nearly all actives have a fitted effect of over 70% in size; inactives centre near 23
Target sequence (P83916 whole entry, looked up): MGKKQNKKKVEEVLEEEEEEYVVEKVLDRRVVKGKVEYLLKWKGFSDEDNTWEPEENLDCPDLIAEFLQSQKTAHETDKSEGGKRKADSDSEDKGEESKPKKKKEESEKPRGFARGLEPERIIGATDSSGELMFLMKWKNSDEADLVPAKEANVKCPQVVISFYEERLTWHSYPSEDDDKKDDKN
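AlphaScreen: HP1-beta (50 nM) preformed 30 min with biotin-H3(1-18)K9me3 peptide (50 nM) in PBS pH 7.4, 0.01% Tween-20. Compound added for 30 min at RT, then streptavidin donor/nickel chelate acceptor beads (10 ug/mL) for 30 min.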
TrxR1 inh: rat TrxR1 inhibition; O89049; recombinant rTrxR1, NADPH fluorescence consumption, selenite substrate; Potency, µM (highest dose often 114 µM), without a hit: top-dose activity change, negative = inhibition, most hits filed as inhibitors; 390,000 compounds, 1% hits; AID 588453; further: potency means the concentration at half of the fitted maximal effect; on the % scale 0 is the no-effect control and ±100 the full control effect; nearly all actives have a fitted effect of over 65% in size
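Rat TrxR1 (90 nM in the dispensed reagent) was pre-reduced with 400 uM NADPH for 5 min at room temperature, then incubated with compound for 15 min. After 400 uM selenite was added, NADPH fluorescence (Ex 340/Em 450 nm) was followed for 8 min.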
TrxR1 substrate: is turned over as a substrate by rat TrxR1; O89049; purified TrxR1 substrate turnover, NADPH consumption readout; Potency, µM (series often up to 114 µM), without a hit: top-dose activity change, negative = substrate turnover; 390,000 compounds, 0.01% hits; further: potency means the concentration at half of the fitted maximal effect; on the % scale 0 is the no-effect control and ±100 the full control effect; nearly all actives have a fitted effect of over 50% in size
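Rat TrxR1, dispensed at 90 nM, was prereduced with 400 uM NADPH (final) for 5 min at ~22 deg C, then incubated with compound 15 min before 400 uM selenite. A first-read NADPH fluorescence drop versus no-compound background flagged substrates.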
USP1 inh: USP1/UAF1 (human) deubiquitinase inhibition | O94782 | recombinant USP1/UAF1, Ub-Rhodamine cleavage fluorescence | Potency, µM (doses to about 57.1 µM), without a hit: top-dose activity change, negative = inhibition, usual class: inhibitors | 390,000 compounds, 0.23% hits; further: potency means the concentration at half of the fitted maximal effect; on the % scale 0 is the no-effect control and ±100 the full control effect; nearly all actives have a fitted effect of over 60% in size; inactives centre near -12
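1 nM enzyme complex + cpd, 15 min RT; start with Ub-Rho 150nM final; kinetic fluorescence ex 480/em 540, 6 reads q60 s. Buffer 50mM HEPES pH 7.8, 0.5mM EDTA, 0.1 mg/ml BSA, 1mM TCEP, 0.01% Tween-20.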
Pin1 inhibitor: blocks the human prolyl isomerase Pin1. Pin1 FP peptide displacement, HiFluor488, 10 min. Potency, µM (doses to about 115 µM), for the others: top-dose activity, negative = inhibition, hits mostly inhibitors. 390,000 compounds, 0.009% hits. AID 504891; active means well fitted inhibition curve with a large enough effect in the polarisation, with a control signal flat, not every such curve was filed as active; inconclusive means small, poorly fitted or top-dose-only effect, or effect the other way, or a change in a side signal; inactive means no such curve, though single readings can be large or run the other way; the % refers to the polarisation; further: potency means the concentration at half of the fitted maximal effect; on the % scale 0 is the no-effect control and ±100 the full control effect
Target sequence (Q13526 whole entry, looked up): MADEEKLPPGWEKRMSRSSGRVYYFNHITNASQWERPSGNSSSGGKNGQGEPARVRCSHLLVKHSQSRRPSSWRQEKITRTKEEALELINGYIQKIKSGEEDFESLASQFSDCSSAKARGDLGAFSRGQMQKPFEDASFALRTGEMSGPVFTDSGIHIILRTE
GLS inh: inhibitors of human glutaminase (GLS). O94925. GLS enzymatic activity, qHTS titration. Potency, µM (series often up to 45.5 µM), for inactives: at the top dose activity change, negative = inhibition, usual class: inhibitors. 410,000 compounds, 0.21% hits; further: potency means the concentration at half of the fitted maximal effect; on the % scale 0 is the no-effect control and ±100 the full control effect
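Enzyme dispensed in phosphate buffer (45 mM, pH 8.2, 0.02% Tween-20), compounds pinned in, then 1 mM L-glutamine solution and the glutamate oxidase–HRP–Amplex Red mix added; fluorescence read immediately and again after 30 min at room temperature.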
PI4K2A block: PI4K2A (human) kinase inhibition; Q9BTU6; purified PI4K2A, ADP-Glo luminescence, 1 h; stronger effect = lower value; activity change, negative = inhibition, % at 76.9 µM; 420,000 compounds, 0.13% hits; AID 1346378; in the data active means activity change below about -50%; inconclusive means mostly about -30% to -49%;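 further: -100% = wells without enzyme as full effect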
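PI4K2A activity was measured by ADP-Glo luminescence: enzyme (4 ug/mL stock) and phosphatidylinositol (1.2 mM stock) in Tris pH 7.5/MgCl2/EGTA/Triton X-100 buffer were reacted with ATP (300 microM stock) for one hour at ambient temperature.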
Active calls of the source: *; i = inactive; ? = inconclusive; / = no result given; & = joins results of further samples; [ ] = dose if it differs, or a comment. Unless noted, the call rests on the fitted dose curve; in most records, active means well fitted curve in the direction sought with a large enough effect; inconclusive means small, poorly fitted or top-dose-only effect, or another doubt; inactive means no such curve, though single readings can be large; an effect the other way counts as inactive or inconclusive. Only part of the results is shown, so the mix of outcomes need not match the whole.

structure,Tb PGK inh,IDH1 R132H inh,HP1b chromo inh,TrxR1 inh,TrxR1 substrate,USP1 inh,Pin1 inhibitor,GLS inh,PI4K2A block
COc1cccc(CC(=O)Nc2ncc(C)s2)c1,5%,6%,24%,15%,1%,-23%,4%,10%,3
CC(Sc1oc(-c2cccs2)nc1S(=O)(=O)c1ccccc1)c1ccccc1 (stereo unspecified),-12%,10%,35%[activator],4%,3%,-24%,?,11%,1
C[n+]1cn(CC(O)COCc2ccccc2)c2ccccc21 (stereo unspecified),1%,3%,22%,7%,8%,-2%,-16%,18%,2
COc1cc(S(=O)(=O)NC2CCCC2)ccc1F,0%,12%,16%,1%[2.29 µM],7%[2.29 µM],-15%,5%,0%,5
COC(=O)c1c(NC(=O)C2CCCO2)sc2c1CCC2 (stereo unspecified),-6%,8%,2%,-6%,-1%[2.29 µM],-18%,4%,-7%,3
O=C(Nc1ccc(N2CCOCC2)cc1)C1CCN(S(=O)(=O)c2ccc3c(c2)OCCO3)CC1,-5%,-6%,31%,21%[57.1 µM],3%[57.1 µM],-12%,-10%,0%,-4
CC(C)Cn1c(N2CCN(C(=O)/C=C/c3ccccc3)CC2)nc2ccccc21,-8%,10%,31%,5%,-4%,-23%,2%,-6%,8
COc1ccc(CN2CCN(Cc3ccc(C)cc3)C(CCO)C2)cc1OC (stereo unspecified),-9%,8%,17%,13%,6%,-13%,0%,5%,-3
N#CCc1nn(-c2ccc(F)cc2)c(N)c1C#N,-6%,-4%,24%,30%,2%,-20%,12%,-4%,6
O=C(O)c1ccc2c(c1)CCC2,-6%,0%,43%[activator],7%[57.1 µM],7%[57.1 µM],-7%,-2%,-6%,-2
CN(C)c1ccc(CNC(=O)Cc2ccc(NC(=O)N3CCCCc4ccccc43)cc2)cc1,-5%,3%,-12%,-3%[57.1 µM],-7%[57.1 µM],-32%,-10%,10%,1
COC(=O)c1cccc(NC(=O)CCCOc2cccc(C)c2)c1,3%,0%,58%,8%,7%[57.1 µM],-4%,-3%,8%,7
Cc1ccc(CNC(=O)CSc2nccn(-c3ccc(C)c(F)c3)c2=O)cc1,-5%,1%,34%,25%,68%[activator],-9%,6%,-6%,-1
COc1ccc(NC(=O)CSc2ccc3ccccc3c2)cc1S(=O)(=O)N1CCCCC1,-5%,-5%,17%,4%,-8%,-9%,25%,0%,-1
O=C(NCc1cccs1)C1CC1,i,10%,43%[activator],24%[57.1 µM],-13%[57.1 µM],-17%,-3%,-13%,4
CCOC(=O)C1CCCN(CC(=O)Nc2c(C(=O)OC)[nH]c3ccc(C)cc23)C1 (stereo unspecified),-2%,0%,2%,-2%,28%,-5%,-1%,-3%,2
CCCc1c(C)c(C#N)c2nc3ccccc3n2c1NCCCN1CCOCC1,-8%,1%,36%[activator],6%[57.1 µM],13%,-9%,0%,-11%,1
COc1cccc(NC(=O)CN(C)C(=O)C2CCN(C(=O)c3ccccc3C)CC2)c1,i,11%,12%,-1%,-6%,-9%,-4%,-3%,1
O=C(COC(=O)Cn1cnc2ccccc21)Nc1ccc2c(c1)OCCO2,-1%,1%,38%,6%[57.1 µM],8%[57.1 µM],-16%,-4%,0%,1
O=C(CCCSc1nc2ccccc2[nH]1)NCc1ccco1,i,3%,49%,-7%,3%,-1%,6%,2%,-9
CN(Cc1ccccc1)S(=O)(=O)c1ccc(Cl)c(C(=O)O)c1,-3%,-5%,31%,30%,6%,-3%,-1%,10%,3
CCOC(=O)N1CCN(C(=O)CN(c2ccc(OC)c(OC)c2)S(C)(=O)=O)CC1,-9%,6%,18%,16%[57.1 µM],6%[57.1 µM],1%,-6%,-2%,-4
O=C(COC(=O)c1ccc([N+](=O)[O-])cc1Cl)NCc1ccco1,-5%,4%,28%,-6%,5%,-21%,-9%,-9%,1
C/C=C/c1ccc(OCCSc2nc(C)cc(=O)[nH]2)c(OC)c1,-8%,6%,7%,21%,5%,-9%,0%,14%,2
O=C(COC(=O)CCCN=C1NS(=O)(=O)c2ccccc21)NNC(=O)c1ccccc1,i,6%,13%,9%,4%,-7%,-6%,2%,6
O=C1N(CC(=O)N2CCc3ccccc32)CCN1Cc1ccccc1Cl,-2%,7%,12%,21%[57.1 µM],11%[57.1 µM],-19%,-6%,4%,-5
N#C/C(=N\Nc1ccccc1F)C(=N)N1CCCCC1,-1%,14%,8%,-11%,-9%,-9%,-1%,0%,3
C=CCN(CC(=O)O)S(=O)(=O)c1ccccc1C(F)(F)F,-1%,4%,34%,22%[57.1 µM],-6%[57.1 µM],-13%,1%,0%,-3
Nc1cc(=O)nc(SCC(=O)N2CCN(c3ccccc3)CC2)n1-c1ccc(F)cc1,-10%,0%,30%,9%,6%,-9%,-4%,47%[activator],-7
COc1cccc(CNc2cc(C)nc3nc(-c4ccc(C)cc4)nn23)c1,-6%,-4%,15%[57 µM],-21%[57.1 µM],-15%[57.1 µM],-17%,?,-11%,-5
CCOC(=O)C1CCCC12Nc1cccc3cccc(c13)N2 (stereo unspecified),-5%,15%,-17%[57 µM],8%[2.29 µM],5%[2.29 µM],-21%,-15%,-17%,0
CCOC(=O)c1cc(-c2ccc(C)cc2)n(CCC(=O)Nc2cc(Cl)ccc2C)c1C,-9%,1%,15%,29%,5%,-30%,4%,-8%,-2
S=c1[nH]nc(COc2cccc3ccccc23)n1Cc1ccccc1,3%,-9%,29%,-8%,-3%,-17%,7%,6%,1
CCOC(=O)/C=C1\SCC(=O)N1CC(=O)NC1CCCCC1,/,-11%,25%,-5%,-3%[57.1 µM],4%,1%,2%,-1
C(=C\c1nc(-c2cccnc2)no1)/c1ccccc1,-2%,3%,35%[activator],14%[57.1 µM],-9%,-1%,-5%,4%,1
CSCC[C@H](NC(=O)COc1ccc(Cl)cc1)C(=O)N1CCC2(CC1)NCCc1[nH]cnc12,-1%,0%,9%,6%,-1%,-18%,48%[activator],-6%,-3
CS(=O)(=O)N(Cc1ccccc1)c1ccc(C(=O)N2CCN(c3cccc(Cl)c3)CC2)cc1,2%,-2%,10%,11%,-1%,-19%,9%,-2%,0
C[C@@H]1CN(C(=O)c2cc(COc3cccc(C(F)(F)F)c3)on2)C[C@H](C)O1,2%,2%,40%[activator],-23%,-18%,-1%,-5%,11%,-3
CC(NCC(=O)Nc1ccccc1C(=O)NC1CC1)c1ccco1 (stereo unspecified),-2%,0%,35%,8%[57.1 µM],3%[57.1 µM],-7%,3%,-10%,-6
O=C(c1cc(COc2ccc(F)cc2Cl)on1)N1CCc2sccc2C1,-11%,3%,72%[activator],6%,-1%,-26%,2%,1%,-4
CC(C)NS(=O)(=O)c1ccc(OCC(=O)N2CCc3ccccc3C2)cc1,3%,-5%,1%,-10%[57.1 µM],-7%[57.1 µM],-22%,-2%,17%,-3
COc1cccc(CNCc2cccc(Br)c2)c1OC,5%,-2%,?,?,6%[57.1 µM],-18%,2%,-5%,4
Cc1ccc(/C=N/NC(=O)CNC(=O)COc2ccc(Cl)cc2)o1,i,-1%,57%[activator],26%,3%,-24%,5%,0%,-3
CCC(C(=O)NCCCN1CCN(C)CC1)n1nc(C)n2c(cc3occc32)c1=O (stereo unspecified),-3%,-2%,81%[activator],7%,2%,-21%,-5%,3%,1
Cc1ccccc1C(=O)Nn1cnc2ccccc2c1=O,-4%,-3%,10%,7%[57.1 µM],1%[57.1 µM],-14%,-8%,5%,1
COc1cc(CC(=O)OCC(=O)NCc2ccco2)cc(OC)c1OC,-17%,-8%,17%,11%,2%,-14%,-16%,-21%,-2
N#C/C(=C\c1cccnc1)c1ccccn1,i,2%,26%,2%,-4%,-17%,4%,1%,2
O=C(O)[C@@H]1CC(O)CN1C(=O)CCc1c[nH]c2ccccc12 (stereo partly specified),0%,2%,44%,16%,2%,-14%,?,-2%,-1
C=CCN(C(=O)CC(NC(C)=O)c1ccccc1)c1nc(-c2ccc(S(C)(=O)=O)cc2)cs1 (stereo unspecified),8%,-4%,11%,4%,15%,-9%,14%,2%,1
O=C(Nc1cc(C(F)(F)F)ccc1N1CCOCC1)c1ccc(Cl)nc1,0%,1%,10%,0%,-7%,-10%,0%,1%,-10
Cc1cccc(N(C)C(=O)c2cc(S(=O)(=O)N3CCCC3)cn2C)c1,-1%&-6%,3%&19%,22%&-19%,9%[57.1 µM],10%[57.1 µM],-13%&6%,-1%&-14%,3%&-12%,-1&0
NC(=O)Cc1ccc2sc(-c3ccccc3)nc2c1,-10%,-3%,31%,15%,3%,-16%,?,1%,-17
CCOc1ccc(N(CC(=O)Nc2cccc(OC)c2)S(=O)(=O)c2c(C)noc2C)cc1,-4%,5%,52%[activator],25%,1%,?,1%,0%,2
